Screens (PubChem)
H9c2 TAG inh: inhibitors of triacylglycerol accumulation, primary screen, cell-based, uHTS, fluorescence, H9c2; hit rate 0.66% among 230,000; inhibition, % at 12.5 µM; H9c2 cells, Nile Red lipid (TAG) fluorescence; cells loaded with 200 µM oleic acid; AID 651582, 2012;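 active means pattern-corrected inhibition of lipid staining of at least 50% with the nuclear-stain viability signal not falling by more than 50%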;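 further: 0% = DMSO wells and 100% = triacsin C control wells; some results filed as inactive read as strong as hits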
H9c2 TAG inh DAPI viability: further read-out of H9c2 TAG inh, marked with its call; DAPI nuclei signal change (viability), lower = more cytotoxic, %;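 whole-well DAPI fluorescence read on a plate reader as a viability signal; minus 50 percent equals half of cells still viable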
An asterisk follows results filed as active. Not all compounds are listed. The share of hits here may be higher or lower than overall.

SMILES	H9c2 TAG inh	H9c2 TAG inh DAPI viability
CCOC(=O)C1=C(C)Nc2nc(C)nn2C1c1ccc(OC)c(OC)c1 (stereo unspecified)	-12	1
CCOCCn1c(SCc2c(F)cccc2Cl)nc2c1c(=O)[nH]c(=O)n2C	-18	6
CCOc1ccc(-c2cccc(NS(=O)(=O)c3cccc([N+](=O)[O-])c3)c2)nn1	-8	12
COc1ccc(-c2nc(CN3CCN(c4ncccn4)CC3)c(C)o2)cc1C	-2	9
C/C(=N/O)c1no[n+]([O-])c1/C(C)=N\O	-9	7
N#Cc1ccc(-n2nccc2-c2cnc3n(c2=O)CCS3)cc1	-1	4
O=C(CCNC(=O)c1ccco1)Nc1ccc(N2CCOCC2)cc1	-3	-1
CCOC(=O)c1ccc(N2C(=O)C3CCCN3C2=S)cc1 (stereo unspecified)	-7	-1
COc1nccnc1NS(=O)(=O)c1ccc(NC(=S)NC(=O)c2cccnc2)cc1	7	-17
COc1ccc(COC(=O)C2CCN(C(=O)c3ccc(Cl)cc3)CC2)cc1F	-8	-5
O=S(=O)(c1ccc(NC(=S)NC23CC4CC(CC(C4)C2)C3)cc1)N1CCCCC1	2	-1
O=C(COc1ccc(Br)cc1Cl)N1CCN(c2ccccn2)CC1	-10	0
CCCSc1cc(Cl)nc(N)n1	0	-3
CN(C)S(=O)(=O)c1ccc(C(=O)Nc2ccc3ncccc3c2)cc1	12	-5
Cc1c(C(=O)Nc2nccs2)oc2ccccc12	22	-4
Cn1c(CNC2CCCCC2)nc2ccccc21	6	1
CC(C)NC(=O)N(Cc1ccc(Cl)cc1)Cc1cccs1	-4	1
Cc1ccc(CNC(=S)Nc2ccc3c(c2)c(=O)n(C)n3Cc2cccc(C(F)(F)F)c2)cc1	-29	30
CC(C)(C)NCc1cc(Cl)ccc1OCc1ccccc1F	-10	24
O=C(CN1C(=O)C2CCCCC2C1=O)Nc1ccc(S(=O)(=O)Nc2ncccn2)cc1 (stereo unspecified)	-8	8
COc1ccc([C@H]2CC(=O)C=C(c3ccc4ncccc4c3)C2)cc1	-9	1
CC1=C(C(=O)OCC2CCCO2)C(c2ccsc2)C2=C(CC(C)(C)CC2=O)N1 (stereo unspecified)	-3	8
CC(=O)n1cc(/C=N/NC(=O)c2sc(C)nc2C)c2ccccc21	9	4
COc1cccc(NC(=O)c2nc3ncccn3n2)c1	0	-12
CCOC(=O)C1=C(COC(=O)c2cc(S(=O)(=O)N(C)C)ccc2C)NC(=O)NC1C (stereo unspecified)	10	-22

(further entries)
SMILES	H9c2 TAG inh	H9c2 TAG inh DAPI viability
COc1ccccc1-c1cnnc(N/N=C/c2ccc(-c3cccc(Br)c3)o2)n1	22	0
CCN(CC(=O)Nc1ccccc1C(F)(F)F)C(=O)c1cc(-c2cccs2)nn1-c1ccccc1	15	3
COc1ccccc1C(=O)NCCC(=O)N1CCN(c2ccc(C(F)(F)F)cn2)CC1	-5	-1
COC(=O)c1cccc(C(=O)Nc2ccc(C)cc2)n1	19	12
CC(C)(C)c1ccc(-c2nnc(N)s2)cc1	2	1
NC(=S)N/N=C/c1ccc(-c2ccc([N+](=O)[O-])cc2)o1	26	-3
O=C1CN(C(=O)/C=C/c2ccc(Cl)cc2Cl)CCN1	10	5
COc1ccc(C2CCCN2C(=S)Nc2cccc(Cl)c2C)cc1OC (stereo unspecified)	-4	-2
COc1ccc(NS(=O)(=O)c2csc(C(=O)Nc3ccccc3)c2)cc1	-7	2
O=c1ccc2cc(S(=O)(=O)N3CCOCC3)ccc2o1	-14	3
CCNC(COC(=O)c1ccc([N+](=O)[O-])cc1)C1CCCCC1 (stereo unspecified)	-1	1
O=C(O)Cc1ccc(NC(=O)C2CCCCC2C(=O)O)cc1 (stereo unspecified)	7	-7
CCn1c(C)c(P(=O)(N2CCOCC2)N2CCOCC2)c2ccccc21	5	4
COc1ccc(/C=N/NC(=O)c2ccc(NC(=O)c3ccccc3Br)cc2)cc1	9	3
Cc1ccc(S(=O)(=O)N2C[C@H]3N(C(=O)OC(C)C)N(C(=O)OC(C)C)C[C@H](OC(=O)NCc4ccccc4)[C@@]3(O)C2)cc1	-13	7
Cc1c(NS(=O)(=O)c2ccc(NC3CCCC3)c([N+](=O)[O-])c2)c(=O)n(-c2ccccc2)n1C	-3	4
FC(F)(F)c1cccc(CN2CCSCC2)c1	6	-3
CCOc1ccc(NC(=O)CN(C)C(=O)c2cn(-c3ccccc3)nc2-c2cccs2)cc1OCC	1	3
COc1ccc(Cl)cc1C(=O)NNC(=O)COC(=O)c1cccs1	-9	-3
S=C(Nc1ccccc1)Nc1ccccn1	12	-5
NC(=O)COC(=O)c1ccc(Cl)c(S(=O)(=O)N2CCN(c3ccc(F)cc3)CC2)c1	-6	0
CCOCCn1c(CN2CCN(c3cccc(Cl)c3)CC2)nc2c1c(=O)n(C)c(=O)n2C	13	-9
COc1ccc(-c2nc(N)nc(C(F)(F)F)c2-c2cscn2)c(O)c1	-2	7
COC(=O)CCCC1=CC2=CC(=O)C(C)(OC(=O)c3cccs3)C(=O)C2=CN1C1CC1 (stereo unspecified)	2	0
C[C@H]1[C@H](c2ccccc2)C[C@@H](C(=O)O)C1(C)C	1	-1

Going on with the list:
SMILES	H9c2 TAG inh	H9c2 TAG inh DAPI viability
O=C(NCCCc1ccccc1)C1CC1	6	-5
O=C(COC(=O)CC1CC2CCC1C2)Nc1ccccc1Cl (stereo unspecified)	-10	2
COc1ccc2c(Cn3cnc4cc([N+](=O)[O-])ccc4c3=O)cc(=O)oc2c1	17	-2
CSc1nnc(-c2ccc(NC(=O)CCc3ccccc3)cc2)n1C	17	2
COc1ccc(CNC(=O)CSc2cc(=O)n(C)c3ccccc23)cc1	2	-3
O=C(NN=Cc1ccc(F)cc1)c1ccccc1NS(=O)(=O)c1cccs1	-12	-6
CC1CC(C)CN(C(=O)c2ccc3ncsc3c2)C1 (stereo unspecified)	15	2
O=C(Cn1nc(C(=O)O)c2ccccc2c1=O)c1cc(F)ccc1F	0	0
COc1ccc(-n2nc(C(=O)NCC(=O)NCC3COc4ccccc4O3)c3ccccc3c2=O)cc1 (stereo unspecified)	-2	3
Cc1cc(NC(=O)c2ccc(N3CCCC3)c([N+](=O)[O-])c2)no1	-16	7
O=C(Nc1cccc(C(F)(F)F)c1)c1cccnc1NCCO	17	-11
CCOc1ccc(NC(=O)CSc2nc3c([nH]c4ccccc43)c(=O)n2C)cc1	1	1
CC(=O)COc1ccc(-c2csnn2)cc1	2	-15
COc1ccc(C(C)=O)cc1Cn1cnc2c(cnn2C)c1=O	1	2
N/C(=N\OC(=O)c1ccccc1F)c1cccc([N+](=O)[O-])c1	-3	0
Cc1cccc(NC(=O)C2CCCN(S(=O)(=O)c3cccc4nsnc34)C2)n1 (stereo unspecified)	1	7
CC(C)n1c(CN2CCN(Cc3ccccc3)CC2)nc2ccccc21	-10	8
Cc1ccc(N(CC(=O)NC2CC2)S(=O)(=O)c2ccccc2)c(C)c1	-22	1
Cc1ccc(S(=O)(=O)NCCN=Cc2ccc(N(C)C)cc2)cc1	15	2
Cn1c(-c2ccccc2)cc(=NNS(C)(=O)=O)c2cc(S(=O)(=O)O)ccc21	1	12
O=C(c1cccc(S(=O)(=O)N2CCN(c3ccccc3)CC2)c1)N1CCCCCCC1	-33	19
CCCCOc1ccc(N(CC(=O)NC(C)(C)C)C(=O)CCC(=O)Nc2nccs2)cc1	6	-5
CC(C)(O)[C@H](O)Cc1cc2ccc(=O)oc2cc1O[C@@H]1O[C@H](CO)[C@@H](O)[C@H](O)[C@H]1O	1	1
CCc1ccc(N2C(=O)CC(c3ccc(F)cc3)C3=C2COC3=O)cc1 (stereo unspecified)	1	-3
Cc1ccc2c(c1)sc(=NC(=O)c1cccs1)n2C	0	19

For convenience, some entries already given.
SMILES	H9c2 TAG inh	H9c2 TAG inh DAPI viability
COC(=O)CCCC1=CC2=CC(=O)C(C)(OC(=O)c3cccs3)C(=O)C2=CN1C1CC1 (stereo unspecified)	2	0
C[C@H]1[C@H](c2ccccc2)C[C@@H](C(=O)O)C1(C)C	1	-1
O=C(NCCCc1ccccc1)C1CC1	6	-5
O=C(COC(=O)CC1CC2CCC1C2)Nc1ccccc1Cl (stereo unspecified)	-10	2
COc1ccc2c(Cn3cnc4cc([N+](=O)[O-])ccc4c3=O)cc(=O)oc2c1	17	-2
CSc1nnc(-c2ccc(NC(=O)CCc3ccccc3)cc2)n1C	17	2
COc1ccc(CNC(=O)CSc2cc(=O)n(C)c3ccccc23)cc1	2	-3
O=C(NN=Cc1ccc(F)cc1)c1ccccc1NS(=O)(=O)c1cccs1	-12	-6
CC1CC(C)CN(C(=O)c2ccc3ncsc3c2)C1 (stereo unspecified)	15	2
O=C(Cn1nc(C(=O)O)c2ccccc2c1=O)c1cc(F)ccc1F	0	0
COc1ccc(-n2nc(C(=O)NCC(=O)NCC3COc4ccccc4O3)c3ccccc3c2=O)cc1 (stereo unspecified)	-2	3
Cc1cc(NC(=O)c2ccc(N3CCCC3)c([N+](=O)[O-])c2)no1	-16	7
O=C(Nc1cccc(C(F)(F)F)c1)c1cccnc1NCCO	17	-11
CCOc1ccc(NC(=O)CSc2nc3c([nH]c4ccccc43)c(=O)n2C)cc1	1	1
CC(=O)COc1ccc(-c2csnn2)cc1	2	-15
COc1ccc(C(C)=O)cc1Cn1cnc2c(cnn2C)c1=O	1	2
N/C(=N\OC(=O)c1ccccc1F)c1cccc([N+](=O)[O-])c1	-3	0
Cc1cccc(NC(=O)C2CCCN(S(=O)(=O)c3cccc4nsnc34)C2)n1 (stereo unspecified)	1	7
CC(C)n1c(CN2CCN(Cc3ccccc3)CC2)nc2ccccc21	-10	8
Cc1ccc(N(CC(=O)NC2CC2)S(=O)(=O)c2ccccc2)c(C)c1	-22	1
Cc1ccc(S(=O)(=O)NCCN=Cc2ccc(N(C)C)cc2)cc1	15	2
Cn1c(-c2ccccc2)cc(=NNS(C)(=O)=O)c2cc(S(=O)(=O)O)ccc21	1	12
O=C(c1cccc(S(=O)(=O)N2CCN(c3ccccc3)CC2)c1)N1CCCCCCC1	-33	19
CCCCOc1ccc(N(CC(=O)NC(C)(C)C)C(=O)CCC(=O)Nc2nccs2)cc1	6	-5

The listing continues.
SMILES	H9c2 TAG inh	H9c2 TAG inh DAPI viability
COc1cc(-c2cc(C(=O)Nc3cc(S(=O)(=O)N4CCOCC4)ccc3C)c3ccccc3n2)cc(OC)c1OC	6	4
CN1C(=O)c2oc3ccccc3c(=O)c2C1c1cccnc1 (stereo unspecified)	0	0
Cc1ccccc1C(=O)Nn1cnc2ccccc2c1=O	-11	-4
Cc1occc1C(=O)N1CCCC(CCC(=O)NCc2ccc(F)c(F)c2)C1 (stereo unspecified)	-5	-4
O=C1c2ccccc2C(=O)N1CC1=NCCc2ccccc21	-12	11
CCCCN(CC(=O)Nc1cccc(S(=O)(=O)N2CCCC2)c1)Cc1nc2ccccc2c(=O)[nH]1	-1	6
O=C(CCN1C(=O)c2ccccc2S1(=O)=O)Nc1ccccc1F	5	-1
COc1cccc(CNc2nc3cc(-c4cccc(Cl)c4)sc3c(=O)n2C)c1OC	6	6
CSc1ccc(C2C(C#N)=C(N)Oc3c2ccc(=O)c2c(C)oc(C)c32)cc1 (stereo unspecified)	-2	2
CC(/C=N/NC(=O)Cn1cnc2c1c(=O)n(C)c(=O)n2C)=C\c1ccco1	2	-4
COc1ccc2nc(Cl)c(C=O)c(N3CCOCC3)c2c1	3	-9
CC1(C)Cc2c(C#N)c(N3CCN(C(=O)c4ccco4)CC3)nc(-c3ccco3)c2CS1	-31	25
COc1ccc(C(=O)COC(=O)/C=C/c2ccc(S(=O)(=O)Nc3cccc(S(N)(=O)=O)c3)cc2)cc1	13	-3
CCCCCN1C(C)=CC(=C(C#N)C#N)C=C1C	-23	-9
Nc1nc2ccccc2n1S(=O)(=O)c1ccccc1	-17	7
O=C(NCCCN1CCCC1=O)C1CCN(S(=O)(=O)N2CCOCC2)CC1	6	-8
CN1CCc2c(sc(NC(=O)c3ccc(S(=O)(=O)N4CCCC4)cc3)c2C(N)=O)C1	-5	-7
CN(CC(=O)Nc1cccc(F)c1)C(=O)C1CCC(C(=O)N(C)CC(=O)Nc2cccc(F)c2)CC1 (stereo unspecified)	-18	3
